FBPA Giardia inh: qHTS Assay for Inhibitors of Fructose-1,6-bisphosphate Aldolase from Giardia Lamblia. A8B2U2. purified Giardia FBPA. Potency, µM (series often up to 59.6 µM), for inactives: top-dose activity, negative = inhibition, actives largely listed as inhibitors. hit rate 0.71% among 290,000; also: potency is read from the fitted curve at half-maximal effect; nearly all actives have a fitted effect of over 55% in size
Target sequence (A8B2U2 whole entry, looked up): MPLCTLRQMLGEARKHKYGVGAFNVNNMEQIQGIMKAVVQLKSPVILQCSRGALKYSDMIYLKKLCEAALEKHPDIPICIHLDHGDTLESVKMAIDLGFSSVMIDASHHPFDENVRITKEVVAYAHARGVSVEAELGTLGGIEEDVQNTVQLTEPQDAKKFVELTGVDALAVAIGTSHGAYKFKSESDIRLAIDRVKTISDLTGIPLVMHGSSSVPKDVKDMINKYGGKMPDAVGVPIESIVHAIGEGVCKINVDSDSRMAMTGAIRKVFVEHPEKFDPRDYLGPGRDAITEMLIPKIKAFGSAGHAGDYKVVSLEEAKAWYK
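Giardia FBPA (40 nM reagent) was preincubated 10 min at RT with compound (up to 57.5 uM final), then substrate plus GAPDH/TPI/NAD/arsenate coupling system with diaphorase/resazurin was added; resorufin fluorescence (525/598 nm) was read after 20 min.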
HCMV inh: qHTS Assay for inhibitors of the human cytomegalovirus (HCMV); HFF cells, HCMV-luciferase reporter, 72 h; active compounds read low; activity change, negative = inhibition, % at 57.5 µM; hit rate 4.5% among 410,000; AID 1259415, 2018; in the data active = activity change below about -60%; inconclusive = no clear call, values can overlap the other calls; inactive = above about -39%
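Inhibition of viral replication was scored as loss of reporter luminescence in HFFs infected with HCMV-luciferase (MOI 1 PFU/cell) for 72 h; compounds tested at 2 doses, normalized to buffer and Salinomycin controls.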
AMA1 RON2 block: qHTS for Inhibitors of AMA1-RON; Towards Development of Antimalarial Drug Lead: Primary Screen | Plasmodium falciparum AMA1 (3D7) - RON2 peptide interaction | hit rate 0.2% among 360,000 | AlphaScreen AMA1-biotinylated RON2 peptide binding | Potency, µM (titrated, usually from 58.2 µM), for the others: at the highest dose activity change, negative = inhibition, actives largely listed as inhibitors | AID 720542, 2013;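 also: potency is read from the fitted curve at half-maximal effect; 0% = vehicle wells and -100% = peptide control; nearly all actives have a fitted effect of over 45% in size; some results filed as inactive show a strong effect at the top dose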
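AMA1 (3D7) with his tag at 25 nM final met compounds first, then biotinylated RON2 peptide at 25 nM; detection used donor plus acceptor beads, 10 µg/mL apiece, read by AlphaScreen after 30 min at room temperature.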
Sm TGR block: qHTS Assay for the Inhibitors of Schistosoma Mansoni Peroxiredoxins | hit rate 3% among 360,000 | Schistosoma mansoni thioredoxin glutathione reductase (TGR), Q962Y6 | purified TGR, DTNB reduction, TNB absorbance 405 nm | Potency, µM (highest dose often 114 µM), for the others: at the highest dose activity change, negative = inhibition, hits mostly inhibitors; also: potency is read from the fitted curve at half-maximal effect; nearly all actives have a fitted effect of over 60% in size
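First, TGR (20 nM dispensed) and NADPH were mixed with compound. Second, a 15 min room-temperature incubation followed. Third, further NADPH and then DTNB were added to start the reaction. Finally, TNB absorbance was monitored kinetically.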
AmpC detergent: qHTS Inhibitors of AmpC Beta-Lactamase (assay with detergent). P00811. AmpC hydrolysis of nitrocefin, absorbance 480 nm, 0.01% Triton. Potency, µM (series often up to 114 µM), without a hit: at the highest dose activity change, negative = inhibition, hits mostly inhibitors. hit rate 0.041% among 370,000. AID 485294, 2010;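 also: potency is read from the fitted curve at half-maximal effect; 0% = no-compound wells and -100% = no-enzyme wells; nearly all actives have a fitted effect of over 25% in size; some results filed as inactive show a strong effect at the top dose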
Target sequence (P00811 whole entry, looked up): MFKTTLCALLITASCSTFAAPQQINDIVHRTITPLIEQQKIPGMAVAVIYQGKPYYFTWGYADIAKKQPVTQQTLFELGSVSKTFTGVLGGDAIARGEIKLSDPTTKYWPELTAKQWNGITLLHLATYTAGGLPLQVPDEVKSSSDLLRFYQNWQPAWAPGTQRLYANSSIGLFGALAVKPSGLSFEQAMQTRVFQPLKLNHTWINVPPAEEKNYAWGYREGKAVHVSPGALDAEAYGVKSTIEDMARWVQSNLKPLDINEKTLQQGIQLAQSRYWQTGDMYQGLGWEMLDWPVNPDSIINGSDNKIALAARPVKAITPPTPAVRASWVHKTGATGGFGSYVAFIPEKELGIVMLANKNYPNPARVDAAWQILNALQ
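20 mM phosphate pH 7.0 + 0.01% (detergent screen) or 0.0001% Triton X-100; 5.3 nM AmpC reagent; cpd preinc 15 min RT; nitrocefin (800 uM stock) to start; A480 q20 s × 4 min; Activity was normalised to no-enzyme and no-compound control wells.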
AmpC inh no detg: qHTS Inhibitors of AmpC Beta-Lactamase (assay without detergent); hit rate 0.52% among 330,000; Potency, µM (series often up to 57.1 µM), inactives show top-dose activity change, negative = inhibition, most hits filed as inhibitors; AmpC nitrocefin hydrolysis, absorbance 480 nm, 0.0001% Triton;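 also: potency is read from the fitted curve at half-maximal effect; plate controls were no compound for no effect and no enzyme for full effect; nearly all actives have a fitted effect of over 20% in size; some results filed as inactive show a strong effect at the top dose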
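20 mM phosphate pH 7.0 + 0.01% (detergent screen) or 0.0001% Triton X-100; 5.3 nM AmpC reagent; cpd preinc 15 min RT; nitrocefin (800 uM stock) to start; A480 q20 s × 4 min; Activity was normalised to no-enzyme and no-compound control wells.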
Starred values were filed as active, the others as inactive; ? = inconclusive; nt = no result given; [ ] = another dose, or the depositor's remark. Unless noted, calls follow the shape of the dose curve; as a rule, active = well fitted curve in the direction sought with a large enough effect; inconclusive = small, poorly fitted or top-dose-only effect, or another doubt; inactive = no such curve, though single readings can be large; an effect the other way counts as inactive or inconclusive. Unless noted, % is scaled to controls: 0 for no effect and ±100 for the full control effect.

SMILES	FBPA Giardia inh	HCMV inh	AMA1 RON2 block	Sm TGR block	AmpC detergent	AmpC inh no detg
O=C(NCc1ccc(Cl)cc1)c1ccc2c(=O)n(CC3CCCO3)c(=S)[nH]c2c1 (stereo unspecified)	21.3%	?	17.5%	12.5%	-3.2%	-30.3%
CCNC(=O)COC(=O)c1cc(-c2ccco2)nc2ccccc12	-7.0%	-12.1	-28.9%	15.8µM*	-0.1%	-22.3%
CC1=NN(c2ccccc2)C(=O)C1/C=C1\NC(=S)NC1=O (stereo unspecified)	-7.3%	22.9	-0.4%	-2.4%	7.5%	-35.7%
O=C(O)CC(C(=O)Nc1cccc(C(F)(F)F)c1)C1CCCO1 (stereo unspecified)	-2.8%	-13.0	14.0%	-5.0%	-0.8%	nt
O=C1C[C@H](NC(=O)OCc2ccccc2)CO1	nt	1.9	6.0%	2.1%	7.1%	-7.1%
Clc1ccccc1-c1nnc(SCc2nc(-c3ccccc3)no2)n1-c1ccccc1	nt	?	nt	0.2%	2.0%	nt
O=C(Nc1sc2c(c1C(=O)O)CCC2)c1ccccc1Cl	12.0%	-9.0	-12.4%	-8.7%	?	-28.2%
Cc1cc(=O)[nH]c(SCC(=O)Nc2cccc(C(F)(F)F)c2)n1	7.6%	22.0	6.3%	1.3%	-9.1%	-48.6%
Cc1noc(C)c1S(=O)(=O)N(C)C[C@H]1Oc2c(NS(=O)(=O)c3cn(C)cn3)cccc2C(=O)N([C@H](C)CO)C[C@@H]1C	nt	16.7	0.0%	nt	nt	29.1%
CCCCn1c(N)c(N(CCOC)C(=O)C(C)Oc2ccc(Cl)cc2)c(=O)[nH]c1=O (stereo unspecified)	nt	8.3	7.1%	-8.3%	0.0%	-4.2%
COc1ccc(S(=O)(=O)N2CCN(c3cccc(C)c3C)CC2)cc1	0.7%	2.9	-10.2%	-6.7%	?	-3.4%
Cc1cc(=O)oc2c(C)c(OCC(=O)N3CCN(c4cccc(Cl)c4)CC3)ccc12	2.9%	-32.6	5.4%	-3.2%	-5.5%	89.6%[activator]
Cc1cccc(NC(=O)/C(C#N)=C/c2cn(CC(=O)NCc3ccco3)c3ccccc23)c1	5.0%	-63.1*	0.0%	-3.6%	-8.2%	14.1µM*
O=C(Cc1ccc(-c2ccccc2)cc1)NNC(=S)NCc1ccco1	8.7%	-20.7	67.8%[activator]	5.5%	2.0%	-33.0%
Cc1csc(NC(=O)Cc2coc3cc(C)c(C(C)C)cc23)n1	-1.2%	-88.9*	-16.9%	24.0%	?	-33.8%
O=C(CSc1nc(C(F)(F)F)cc(=O)[nH]1)N1CCC(Cc2ccccc2)CC1	nt	29.9	-1.0%	-7.1%	?	-9.3%
CCc1ccc(NC(=O)N(Cc2ccc(C)cc2)Cc2cccn2-c2nnc(N3CCCC3=O)s2)cc1	nt	-7.0	nt	-2.8%	14.3%	nt
O=C1Nc2ccccc2OC1CC(=O)N1CCN(c2cccc(C(F)(F)F)c2)CC1 (stereo unspecified)	-3.1%	99.9	6.4%	-27.7%	?	18.0%
CSc1ncc(Cl)c(C(=O)Nc2cccnc2)n1	-3.7%	-3.2	-5.2%	-14.6%	-7.7%	-2.8%
CCCNC(=O)c1ccccc1NC(=O)c1cccc(-n2cnnn2)c1	nt	-27.4	-5.1%	-12.3%	4.2%	-33.1%
CS(=O)CCC(NS(=O)(=O)c1ccccc1)C(=O)O (stereo unspecified)	5.4%	26.3	2.7%	3.6%	-9.9%	-9.0%
Cc1nnc(NC(=O)CSc2nnc(Cc3cccn3C)n2CCc2ccccc2)s1	2.0%	9.8	19.7%	-10.5%	?	67.2%[activator]
CCOC(=O)c1c(SCC(=O)Nc2cccc(C)c2C)nc(=O)[nH]c1C	nt	-0.8	nt	18.3%	3.2%	nt
C[C@@H]1NC(=O)N(c2ccc(F)cc2)C1=O	12.8%	-9.1	4.0%	11.2%	-2.7%	-0.8%
O=C(O)C(CO)(c1ccccc1)c1ccccc1	-4.7%	63.8	23.6%	0.0%	-11.0%	-4.4%

Only AmpC inh no detg, AMA1 RON2 block and AmpC detergent (two entries from above):
molecule | AmpC inh no detg | AMA1 RON2 block | AmpC detergent
Clc1ccccc1-c1nnc(SCc2nc(-c3ccccc3)no2)n1-c1ccccc1 | nt | nt | 2.0%
O=C(Nc1sc2c(c1C(=O)O)CCC2)c1ccccc1Cl | -28.2% | -12.4% | ?

More structures.
SMILES	FBPA Giardia inh	HCMV inh	AMA1 RON2 block	Sm TGR block	AmpC detergent	AmpC inh no detg
C/C(=N/NC(=O)c1cc(-c2cccc([N+](=O)[O-])c2)n[nH]1)c1cccc(O)c1	3.6%	-0.3	63.3%[activator]	-1.6%	-4.2%	-59.7%
Cc1ccc(N(C)S(=O)(=O)c2cccc(C(=O)NCC(c3ccco3)N3CCCC3)c2)cc1 (stereo unspecified)	nt	-19.4	-7.8%	-1.3%	-17.4%	56.3%
Cc1ccc(C2c3[nH]c4ccccc4c3C[C@H]3C(=O)N(c4ccccc4C(=O)N4CCC[C@H]4C(=O)O)C(=O)N23)cc1 (stereo partly specified)	15.8%	73.8	-1.8%	-0.1%	?	-44.2%
O=C(Nc1ccccc1[N+](=O)[O-])c1cc(S(=O)(=O)Nc2ccccn2)ccc1Cl	2.9%	15.5	-3.9%	-6.5%	-7.8%	-55.8%
CC(C)Oc1cccc(C2NC(=O)c3ccccc3O2)c1 (stereo unspecified)	-0.2%	-21.3	0.9%	1.6%	-16.3%	-10.0%
CCOCCCNC(=S)Nc1ccc2nc(N3CCCC3)cc(C)c2c1	-12.0%	-32.2	-2.2%	50.1µM*	0.6%	2.2%
Cc1c2cnn(-c3ccccc3)c(=O)c2c(C)n1CC(=O)Nc1ccccc1Br	nt	-17.1	nt	0.6%	19.7%	nt
CCCN(C(=O)CCc1nc(-c2ccc(C)cc2)no1)c1ccc(OCC)cc1	nt	2.3	nt	10.2%	8.9%	nt
FC(F)(F)c1cccc(N2CCc3cn[nH]c32)c1	-5.8%	-22.8	-2.1%	12.5%	-8.4%	-18.3%
O=C1N/C(=N/S(=O)(=O)Cc2ccccc2)S/C1=C/c1ccc2c(c1)OCO2	15.5%	-18.7	0.0%	0.9%	0.0%	-42.9%
O=C(CNc1cc([N+](=O)[O-])ccc1NCCO)Nc1cccc(S(=O)(=O)N2CCCCC2)c1	nt	-2.7	-5.7%	-4.6%	-1.7%	-20.5%
O=C(NCCCNC(=O)c1ccccn1)c1ccccn1	-14.4%	-9.4	42.0%[activator]	0.1%	-7.5%	-9.8%
COc1ccc(NC(=O)c2sc3nc[nH]c(=O)c3c2C)cc1Cl	nt	79.6	nt	2.3%	-5.3%	nt
OC1CCCN(CC(O)COc2ccc(-c3ccccc3)cc2)C1 (stereo unspecified)	4.7%	-0.9	-10.9%	-8.0%	-1.8%	29.0%
N#Cc1ccccc1OCC(=O)NNC(=O)c1ccncc1	nt	1.1	36.1%[activator]	1.0%	-5.3%	-37.0%
COc1ccccc1N1CCN(S(=O)(=O)c2cc(Br)cnc2N)CC1	nt	-6.8	-3.3%	-17.6%	2.5%	1.0%
CN(C)C(=O)CCc1ccc2c3c([nH]c2c1)[C@]1(CCC2CCCC2)[C@@H](C(=O)N2CCOCC2)C[C@H](CC(=O)NCC24CC5CC(CC(C5)C2)C4)C(=O)N1CC3	nt	-13.8	3.9%	nt	nt	-8.4%
CC(C)COP(=O)(c1ccc(N(C)C)cc1)C(O)c1ccccc1 (stereo unspecified)	1.1%	-3.3	-0.2%	9.9%	6.8%	27.2%
COc1ccc(C2C(C#N)=C(N)Oc3cc(C)n(Cc4ccncc4)c(=O)c32)cc1 (stereo unspecified)	-22.9%	-9.7	0.2%	-9.7%	-9.7%	-15.9%
COc1cccc(-c2nc(-c3ccccc3)nc(N3CCN(C)CC3)c2C#N)c1	0.0%	-1.5	-15.4%	6.9%	?	181.2%[activator]
OCCCn1c(-c2ccccc2)n[nH]c1=S	3.5%	25.0	-1.3%	-2.3%	-7.8%	-21.8%
Cc1nc(SCC(=O)Nc2nc3ccccc3s2)c(C#N)c(C)c1C	-2.7%	-94.5*	-5.2%	-21.7%	-9.6%	-25.3%
CCc1ccc(CNC(=O)C(CC)n2nc(C)c3c(C)n(-c4ccccc4)nc3c2=O)cc1 (stereo unspecified)	nt	-18.9	nt	26.0%	22.1%	nt
O=C(COC(=O)CCOc1ccccc1)NCCc1ccccc1	nt	-10.7	-10.8%	-4.5%	1.7%	9.2%
Cc1cc(=O)oc2cc(OCC(=O)OCC(=O)Nc3ccccc3C(C)C)ccc12	0.8%	11.1	4.9%	-7.4%	-17.2%	-16.3%
(list continues)
SMILES	FBPA Giardia inh	HCMV inh	AMA1 RON2 block	Sm TGR block	AmpC detergent	AmpC inh no detg
N#CCC(=O)N/N=C/c1ccc(OCC(=O)Nc2ccc(F)cc2)cc1	-2.6%	3.3	18.7%	3.9%	7.1%	-36.3%
O=C(CNC(=O)c1cccc(F)c1)OCc1cc(=O)n2cc(Br)ccc2n1	2.4%	36.0	26.0%	-11.1%	-16.5%	-19.0%
CCOC(=O)N1CCN(C(=O)COc2ccc3c(c2)C(=O)CC2(CCN(C(C)=O)CC2)O3)CC1	7.3%	43.4	-17.8%	2.4%	-2.3%	6.2%
O=C(Nc1ccc(Oc2c(F)c(F)c(F)c(F)c2F)cc1)OC1CCN2Cc3ccccc3N=C12 (stereo unspecified)	7.0%	nt	0.0%	4.5%	-3.2%	2.3%
COCCN(C(=O)C(=O)NC1CCCC1)C(C(=O)NC1CCCC1)c1ccccc1F (stereo unspecified)	1.9%	?	6.0%	9.4%	5.3%	-3.4%
Cc1ccc2c(c1)sc(C)[n+]2CCCS(=O)(=O)[O-]	-5.7%	14.1	15.4%	-2.1%	?	-42.6%
COc1cccc2c(=O)ccoc12	-4.5%	77.2	-2.3%	-3.5%	11.3%	10.6%
Cc1ccc2cc(/C=N/NC(=O)c3ccc(F)cc3)c(Cl)nc2c1	13.0%	-19.7	9.1%	1.7%	-9.3%	-26.0%
CC(CCc1ccccc1)NC(=O)c1ccc(NC(=O)c2ccc(Cl)cc2Cl)cc1 (stereo unspecified)	1.2%	?	18.9%	-1.8%	-6.2%	-23.2%

Source: PubChem
